Assay outcomes: PubChem BioAssay, The Scripps Research Institute Molecular Screening Center
TbREL1 inh: TbREL1 RNA ligase inhibitors, primary screen, biochemical, FRET fluorescence | TbREL1 RNA ligation | inhibition, % at 9.66 µM | 89,000 tested, 0.49% active | RNA-editing ligase 1, mitochondrial (Trypanosoma brucei brucei), P86926;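 active means inhibition above the mean inhibition across all screened compounds plus 3 SD, cut at about 11% in these data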;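 further: 0% = plate median of test wells and 100% = NSC42067 control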
Target sequence (P86926 whole entry, looked up): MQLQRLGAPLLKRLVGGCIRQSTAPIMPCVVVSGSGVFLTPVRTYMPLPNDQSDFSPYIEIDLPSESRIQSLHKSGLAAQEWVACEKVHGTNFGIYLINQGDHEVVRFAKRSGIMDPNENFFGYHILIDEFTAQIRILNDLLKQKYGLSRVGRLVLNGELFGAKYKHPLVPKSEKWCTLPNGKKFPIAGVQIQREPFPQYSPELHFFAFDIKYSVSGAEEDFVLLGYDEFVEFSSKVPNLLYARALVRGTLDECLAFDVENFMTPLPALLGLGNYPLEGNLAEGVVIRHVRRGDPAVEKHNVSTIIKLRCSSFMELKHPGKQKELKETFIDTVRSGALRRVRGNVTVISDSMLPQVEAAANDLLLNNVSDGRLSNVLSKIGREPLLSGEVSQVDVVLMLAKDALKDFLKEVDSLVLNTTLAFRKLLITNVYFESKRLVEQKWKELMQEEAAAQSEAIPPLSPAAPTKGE
Starred values were filed as active, the others as inactive. Only part of the results is shown. The share of hits here may be higher or lower than overall.

TbREL1 inh	Compound
0	COc1ccc(OC)c(NS(=O)(=O)c2ccc(NC(=O)c3ccc(NS(C)(=O)=O)cc3)cc2)c1
-2	C=CCOC(=O)C1=C(C)OC(N)=C(C#N)C1c1ccccc1F (stereo not given)
4	O=C1C2C3CC(C(Br)C3Br)C2C(=O)N1CC1CCCO1 (stereo not given)
0	CCCCNC1CCS(=O)(=O)C1 (stereo not given)
-1	COc1cccc2sc(N3CCN(C(=O)c4cccs4)CC3)nc12
0	CC(=O)c1ccccc1NC(=O)c1ccc(N2CCCC2=O)cc1
3	CCc1nnc(NC(=O)C2CSC3(C)CCC(=O)N23)s1 (stereo not given)
-1	CN1CCN(c2ccc(S(=O)(=O)N3CCOCC3)cc2NC(=O)CCc2ccccc2)CC1
0	O=C(c1cc2nc(-c3cccs3)cc(C(F)(F)F)n2n1)N1CCCc2ccccc21
-2	COc1ccc(OC)c(S(=O)(=O)N2CCCCC2C(=O)N2CCN(Cc3ccc(F)cc3)CC2)c1 (stereo not given)
3	O=C(Cc1ccccc1[N+](=O)[O-])N1CCN(S(=O)(=O)c2ccccc2)CC1
3	O=C(O)c1cccc(-n2nc(-c3ccc(Cl)c([N+](=O)[O-])c3)c3ccccc3c2=O)c1
-2	COc1ccc(C2C(C(C)=O)=C(O)C(=O)N2c2cccnc2)c(OC)c1 (stereo not given)
3	COc1cccc(COC(=O)CSCC(=O)Nc2cccc(C)c2)c1OC
0	CCOC(=O)N1CCN(C(=O)C[C@@H]2C[C@@]3(C(=O)OCC)CCCC=C3N(Cc3ccccc3)C2=O)CC1
-1	COc1ccc(N2C(=O)C3C(C2=O)C(C(=O)c2ccccc2)N2CCCC32)cc1 (stereo not given)
1	Clc1cc2nc3ccccn3c2cc1Cl
2	O=C1c2ccc(-c3ccc(Cl)c(C(F)(F)F)c3)cc2S(=O)(=O)c2cccc(C(=O)N3CCN(c4ncc(Br)cn4)CC3)c21
6	O=c1ccc(Br)c[nH]1
-3	O=C(COC(=O)/C=C/C(=O)N1CCN(c2ccccc2)CC1)NC(c1ccccc1)c1ccccc1
-3	COC(=O)CCCCC1=CCC2C(=O)C=C(O)C2C1 (stereo not given)
-2	CC(C)CC(=O)Nc1nnc(CSCc2ccc(F)cc2)s1
1	O=C(c1cnn2c(C(F)F)cc(-c3ccccc3)nc12)N1CCSCC1
2	c1ccc(CSc2nnc(-c3c[nH]c4ccccc34)o2)cc1

Arranged by count of non-hydrogen atoms (lowest first): part of the list above
TbREL1 inh	Compound
2	c1ccc(CSc2nnc(-c3c[nH]c4ccccc34)o2)cc1
1	O=C(c1cnn2c(C(F)F)cc(-c3ccccc3)nc12)N1CCSCC1
-3	O=C(COC(=O)/C=C/C(=O)N1CCN(c2ccccc2)CC1)NC(c1ccccc1)c1ccccc1
2	O=C1c2ccc(-c3ccc(Cl)c(C(F)(F)F)c3)cc2S(=O)(=O)c2cccc(C(=O)N3CCN(c4ncc(Br)cn4)CC3)c21

Next part
TbREL1 inh	Compound
-5	Cc1ccc(-n2c(C)cc(/C=C(\C#N)C(=O)NCC3CCCO3)c2C)cc1 (stereo not given)
1	Nc1ccc(SC(F)(F)F)cc1
7	CCc1nc2ccc(C)cc2c(C(=O)Oc2cccc3cccnc23)c1C
0	CCn1ncc(C2=NOC(C(=O)Nc3cccc(C(C)=O)c3)C2)c1C (stereo not given)
3	CN(CCOc1ccc(-c2ccn(S(=O)(=O)c3ccc(Cl)cc3)n2)cc1)c1ccccn1
6	O=C(NC(=S)Nc1cccc([N+](=O)[O-])c1)c1ccco1
3	Cc1ccc(NC(=O)CN(C)S(=O)(=O)c2cccs2)c(Br)c1
0	O=C(CCCCn1c(=O)c2ccccc2n(CC(=O)NC2CCCC2)c1=O)NC1CCCC1
-2	CCS(=O)(=O)NCCc1csc(-c2ccccc2)n1
0	CC(Nc1nc(N2CCN(CCO)CC2)nc2ccccc12)c1ccccc1 (stereo not given)
4	COc1ccc(NS(=O)(=O)c2cccc(C(=O)N/N=C(\C)c3ccncc3)c2)cc1
8	Cc1cc2c(=O)n(C)c(SCC(=O)Nc3ccc(F)cc3)nc2s1
2	CSc1ccccc1NC(=O)c1ccc(N2CCCC2=O)cc1
-1	COC(=O)N(C)C[C@H]1OCc2cnnn2CCCC(=O)N([C@H](C)CO)C[C@H]1C
4	CCOC(=O)[C@]12CCCC3=C1N(CCC3)C(=O)[C@@H](CC(=O)NCC1CCCCC1)C2
1	COc1ccc(C(=O)Oc2ccc(/C=N/NC(=O)c3ccccc3OC)cc2[N+](=O)[O-])cc1
0	CCOCC(=O)Nc1nnc(C2CCCCC2)s1
2	COCCCNC(=O)c1cc(C(=O)c2ccccc2Br)c[nH]1
2	COc1ccc2c(c1OC)C(=O)N1C2SC[C@H]1C(=O)NC1CC(C)(C)NC(C)(C)C1 (stereo not given in full)
3	O=C(c1ccccc1)N1CCN(c2ccc(N3CCOCC3)nn2)CC1
0	CC1(C)CC(=O)C=C(CN2C(=O)c3ccccc3C2=O)C1=O
4	CC1(C)N=C(N)NC(Nc2ccc(Br)cc2)=N1
-6	CC(=O)n1cc([C@H]2C=C(C(=O)NCc3ccccc3)O[C@@H](OCc3ccc(CO)cc3)C2)c2ccccc21
1	COc1ccc2cc(C(=O)C3CCCN(C(=O)C4=NN(C)C(=O)CC4)C3)ccc2c1 (stereo not given)
-1	CCCCN(C(=O)Nc1ccc(OCC)cc1)C1CCN(C(C)=O)CC1
1	Cc1nc(Nc2ccc(S(=O)(=O)N3CCCC3)cc2)c2nnn(Cc3ccccc3)c2n1
0	COc1ccc(CCN2CC(C(=O)NCc3ccco3)CC2=O)cc1OC (stereo not given)
12*	CCCCCCCN1C(Nc2ccccc2)=NC[C@@H]1CC(C)C
1	O=C1NC2(CCCC2)Oc2ccccc21
-1	O=C(Nc1ccc2c(c1)OCCO2)C(C1CC1)n1c(=O)c(-c2ccccc2)nc2ccccc21 (stereo not given)
0	COc1ccc(-c2cc3cc(F)ccc3cn2)cc1
-1	Cc1ccc(S(=O)(=O)/C(C#N)=C/c2c(N3CC(C)OC(C)C3)nc3ccccn3c2=O)cc1 (stereo not given)
3	O=S(=O)(Nc1ncccn1)c1ccc(NC(=S)NCc2cccnc2)cc1
4	CCOC(=O)C1=C(O)/C(=C/c2ccc(CNC(=O)C(=O)Nc3ccc(C)cc3)o2)N=C1C
1	CC(=O)N1CCCN(S(=O)(=O)c2ccc3c(c2)n(C)c(=O)c(=O)n3C)CC1
-2	CCOc1ccc(-c2nc(CSCC(=O)N3CCN(C(=O)c4ccco4)CC3)c(C)o2)cc1
-1	Cn1c(=O)c2ncn(CC(=O)Nc3ccc(N4CCOCC4)cc3)c2n(C)c1=O
-3	Cn1cnnc1SCC(=O)Nc1ccc2nc(SCc3ccccc3)sc2c1
2	Cc1cc(C(C)(C)C)ccc1OCCCCN1CCCC1
1	CCC(CC)C(=O)NCc1ccccc1Cl
-2	OC(CN1CCN(Cc2ccccc2)CC1)Cn1c2ccccc2c2ccccc21 (stereo not given)
0	CCCCn1c(CCc2ccccc2)nc2cc3[nH]c(=O)c(C(C)C)nc3cc21
2	CCCc1ccc(OCc2ccc(C(=O)N3CCCC3)o2)cc1
-1	CCn1c(=O)cc(SCC(=O)N2CCN(C(=O)c3ccco3)CC2)c2ccccc21
9	CCCCCn1c(S(=O)(=O)O)nc2ccccc21
5	Cc1cc(C)nc(SCC(=O)N(C)CC(=O)Nc2c(Cl)cccc2Cl)n1
1	COc1ccccc1-c1c(C(F)(F)F)oc2cc(OC(=O)c3cccc([N+](=O)[O-])c3C)ccc2c1=O
3	CC(C)n1nnnc1C1c2ccccc2C(=O)N1Cc1cccc(F)c1 (stereo not given)
3	COc1ccc(S(=O)(=O)NCCC(=O)NCc2cccs2)cc1
-2	C=CCn1c(SCc2ccccc2C#N)nnc1-c1ccccc1O
0	S=C(Nc1ccccc1Cl)OCCN1CCCC12CCC(c1ccccc1)CC2 (stereo not given)
1	CCOc1ccc(NC(=O)c2cc(Cl)nc3ccccc23)cc1
5	COc1ccc(C(NC(=O)c2ccc(-c3ccccc3)cc2)c2ccccc2)cc1 (stereo not given)
-2	CCOC(=O)N1CCC(c2cc(=O)n3[nH]ccc3n2)CC1
-4	COc1ccc(N2CCN(c3nc(NCCc4ccc(OC)c(OC)c4)nc(OC)n3)CC2)cc1
0	COc1cccc2sc(N3CCN(C(=O)c4ccco4)CC3)nc12

Remaining list, next part:
TbREL1 inh	Compound
10	CCOC(=O)/C(C#N)=N/Nc1c(C)n(C)n(-c2ccccc2)c1=O
-1	CCOC(=O)C(C)Sc1nnc(Cc2cc(=O)[nH]c(=O)[nH]2)n1-c1cccc(OC)c1 (stereo not given)
4	O=C(NCCNC(=O)c1ccccc1Cl)c1ccco1
4	O=C1CC[C@@H](O)CCN1CC[C@H](Sc1ccccc1)c1ccccc1
-3	Cn1ncc2c(=O)n(CC(=O)NC34CC5CC(CC(C5)C3)C4)cnc21
-3	Oc1ccc(C(=S)N2CCCCC2)cc1
-1	CCOc1ccccc1Nc1nnc(SCC(=O)Nc2cc(C)on2)s1
3	CC(=O)c1cnc2nc(C)nn2c1C

Overlap with the part before: 2 compounds; new compounds follow.
TbREL1 inh	Compound
-1	CCOc1ccccc1Nc1nnc(SCC(=O)Nc2cc(C)on2)s1
3	CC(=O)c1cnc2nc(C)nn2c1C
-2	CC(=O)c1ccc([C@H]2C[C@@]34CN(C(=O)OC(C)(C)C)S(=O)(=O)[C@H]3C[C@H]2O4)cc1
-1	O=C(OCc1cn(Cc2ccc(F)c(F)c2)nn1)N1CCCC1
1	CC(CNC(=O)c1ccco1)NC(=O)c1ccco1 (stereo not given)
0	COC(=O)C1=C(C)N(CCCC(=O)O)C(=O)NC1c1cccs1 (stereo not given)
1	O=C(CSc1ccc2nnc(-c3ccccn3)n2n1)NCC1CCCO1 (stereo not given)
3	Cc1ccc(C(=O)c2c[nH]c(C(=O)NCCCN3CCOCC3)c2)cc1
2	O=C(COc1ccccc1Cl)NCCNC(=O)c1ccccn1
6	COc1ccccc1C(=O)Oc1ccc(N2C(=O)CCC2=O)cc1
5	CN(C)CCNC(=O)NC1CCCCC1
-1	CCOC(=O)c1sc(NC(=O)CSc2nc(C)cc(C)n2)c(C#N)c1C
4	CCc1cc2cc(C)cc(C)c2nc1Cl
-3	COc1ccc(/C=C/C(=O)NC(=S)NCc2ccccc2)cc1OC
1	O=C(COc1ccc2c(c1)OCO2)Nc1ccc2c(c1)oc1ccccc12
6	Cc1ccccc1-c1noc(C2CCCCC2)n1
4	Cc1ccccc1CNC(=O)Cn1cnc(S(=O)(=O)N2CCCC2)c1
-1	CC(C)n1nc(C(=O)Nc2nc3ccccc3[nH]2)c2ccccc2c1=O
2	COC(=O)Nc1ccc(S(=O)(=O)N2CCC(C(=O)N3CCCCC3C)CC2)cc1 (stereo not given)
-4	CCOc1ccc(/C(O)=C2\C(=O)C(=O)N(CCOCCO)C2c2ccccc2OC)cc1 (stereo not given)
2	COc1ccccc1-c1noc(CCCC(=O)Nc2ccc(C(N)=O)cc2)n1
1	CCn1nnc2cc(C(=O)Nc3cccc(S(=O)(=O)N(C)C)c3)ccc21
-2	O=C(CN(c1ccc(Br)cc1)S(=O)(=O)c1ccc(Cl)c([N+](=O)[O-])c1)NCC1CCCO1 (stereo not given)
2	CC(OC(=O)CNC(=O)c1ccc(Cl)c([N+](=O)[O-])c1)C(=O)NCc1ccco1 (stereo not given)
-1	CCCCCN(C(=O)NC(=O)NCCCC)S(C)(=O)=O
1	Cc1ccccc1NC(=O)NC(C)(C)CC(C)(C)C
-1	Cc1ccc(NC(=O)c2ccc(OCc3c(C)noc3C)cc2)cc1C
-1	Cc1nc(NC(=O)CSc2nnc(C3CC3)n2N)c(Cl)cc1Cl
2	CCOC(=O)C1(C(C)(C)CC)CC(CSc2nc3ccccc3[nH]2)OC1=O (stereo not given)
3	COCCN(Cc1cc2cc(C)ccc2n2nnnc12)C(=S)Nc1ccc(C)cc1
-1	O=C(c1ccc(COc2c(F)c(F)c(F)c(F)c2F)o1)N1CCOCC1
2	N#Cc1cc2c(nc1SCc1ccc(Cl)nc1)CCCCC2
-2	CC[C@@H](NS(=O)(=O)c1ccc(C)cc1)C(=O)Oc1ccc2c3c(c(=O)oc2c1)CCC3
-2	CCOc1cc(CNn2cnnc2)cc(Br)c1OCC(=O)NC1CCCCC1

The closing five records of the section above come first, to join the parts.
TbREL1 inh	Compound
3	COCCN(Cc1cc2cc(C)ccc2n2nnnc12)C(=S)Nc1ccc(C)cc1
-1	O=C(c1ccc(COc2c(F)c(F)c(F)c(F)c2F)o1)N1CCOCC1
2	N#Cc1cc2c(nc1SCc1ccc(Cl)nc1)CCCCC2
-2	CC[C@@H](NS(=O)(=O)c1ccc(C)cc1)C(=O)Oc1ccc2c3c(c(=O)oc2c1)CCC3
-2	CCOc1cc(CNn2cnnc2)cc(Br)c1OCC(=O)NC1CCCCC1
-1	CC(=O)Nc1ccc(OCC(O)Cn2cccn2)cc1 (stereo not given)
-1	Cc1cc(C(=O)N2CCc3ccccc32)n(-c2ccccc2)n1
-1	CCOc1ccc(Oc2nc(NCC(C)C)nc(N(C)C)n2)nn1
-1	N#Cc1cc(-c2ccccc2)cnc1Cl
-2	COCC(C)NC(=O)c1nn(Cc2ccccc2)c(=O)c2ccccc12 (stereo not given)
-2	CCOc1ccc(NC(=O)CN(C)C(=O)c2ccc(NC3CC3)c([N+](=O)[O-])c2)cc1OCC
-2	O=C1NC[C@H](CCCCN2C[C@H](Cc3ccc(O)cc3)N(CC3CCCCC3)C(=O)C2=O)N(CCc2ccccc2)C1=O
1	CC(=O)Nc1ccc(S(=O)(=O)NC2(C(F)(F)F)NC(=O)N(C3CCCC3)C2=O)cc1 (stereo not given)
-4	CC1(C)CC(=O)C(C(=S)Nc2ccccc2)=C(NCCN2CCOCC2)C1
2	O=C(CSc1ncnc2c1oc1ccccc12)N1CCCc2ccccc21
1	CC(=O)C[C@@H](O)CC(=O)[C@H]1OC(=O)CCCCCc2ccccc21

Marked active in TbREL1 inh, among the entries above:
TbREL1 inh	Compound
12*	CCCCCCCN1C(Nc2ccccc2)=NC[C@@H]1CC(C)C
